Pf Dd2 inh – blocks in vitro growth of P. falciparum Dd2. P. falciparum Dd2 growth, SYBR Green, 72 h. Potency, µM (series often up to 28.9 µM), inactives show at the highest dose activity, negative = inhibition, most hits filed as inhibitors. 120,000 tested, 4.3% active. AID 1347417; active = well fitted inhibition curve with a large enough effect; inconclusive = small, poorly fitted or top-dose-only effect; inactive = no such curve, though single readings can be large or run the other way;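 also: plate controls were DMSO vehicle for no effect and reference drug for full effect; nearly all actives have a fitted effect of over 65% in size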
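Infected erythrocytes (Dd2, 0.3% parasitemia, 2.5% hematocrit final) are added to compound in RPMI-1640/Albumax II medium, grown 72 h at 37C in low oxygen, then lysed with saponin/Triton-X containing SYBR Green and read by fluorescence.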
Numbers without * were called inactive; i = inactive; ? = inconclusive; [ ] = dose if it differs, or a comment. Potency is read from the fitted curve at half-maximal effect. Only part of the results is shown; rates above refer to the full screens.

SMILES	Pf Dd2 inh
COc1ccc(C2(C(=O)NCC34CCCC=C3NC(=O)CC4)CC2)cc1 (stereo not given)	i
COCCN1C(=O)CO[C@H]2CN(Cc3cnc4ccccc4c3)C[C@H]21	-13%[44.1 µM]
CN(C)[C@@H]1CN(C(=O)c2ccccc2OC(F)(F)F)C[C@H]1CO	24%
Cc1ccc(C(=O)N2C[C@@H](COCC(N)=O)[C@H](c3ccncc3)C2)cc1	5%
CC(=O)N(C[C@H]1O[C@@H](CC(=O)NC(C)C)[C@H](O)[C@@H]1O)C[C@H]1O[C@@H](CC(=O)NC(C)C)[C@H](O)[C@@H]1O	21%
Cc1cc(C)cc(NC(=O)NCc2c(-n3cccc3)sc3c2CCCC3)c1	?
Cc1ccc(OC2(C(=O)NCC3COc4ccccc4O3)CCNCC2)cc1 (stereo not given)	-27%
CCOc1ccc(CNC(=O)Cc2ccc(NC(=O)N3CCCCc4ccccc43)cc2)cc1OC	6%
N#Cc1nc(/C=C/c2ccc(F)cc2)oc1NC1CCCCC1	-21%
Cc1ccsc1C(=O)N1CCC2(CC1)NC(=O)N(c1cccc(F)c1)N2	-6%
COc1ccc(Br)c2c1-c1nc(NC(=O)c3ccccc3F)sc1C2	47%[activator]
CC(O)c1cc2n(n1)CCN(Cc1ccc(CN(C)S(C)(=O)=O)o1)C2 (stereo not given)	-9%
COCCn1c(SCC(=O)c2ccc(OC)cc2)nc2cc(C(=O)NC3CCCC3)ccc2c1=O	i
COc1ccc(NC(=O)N2C[C@@H]3C[C@H](C2)c2c(NC(=O)Nc4ccccc4)ccc(=O)n2C3)cc1	-2%
COC(=O)c1c(NC(=O)c2ccc(OC)cc2)c2cc(NC(C)CCn3cccn3)cnc2n1C (stereo not given)	-20%
O=C(N1CCC(c2nc(-c3ccccc3)no2)C1)C1(c2ccccc2)CC1 (stereo not given)	15%[5.79 µM]
O=C1CCN(S(=O)(=O)c2ccccc2)CCCC(C(=O)NCCc2ccncc2)CCN1 (stereo not given)	4%
CCCNC(=O)CC(c1ccc(OC)c(OC)c1)c1c[nH]c2c(CC)cccc12 (stereo not given)	-11%
COc1ccc(C)cc1N(CC(=O)N1CCC(C)CC1)S(=O)(=O)c1ccc(C)cc1	24%
CCN(C(=O)CN1C(=O)C(c2ccccc2)=NC12CCCCC2)c1cccc(C)c1	i
O=C1CCN(S(=O)(=O)c2ccccc2)CCCNCCN1	1%
CCOCCn1c(=O)n(Cc2cc(OC)ccn2)c2cc(C(=O)O)cnc21	-3%
CCc1ccc(CNC(=O)CN2CCSc3ccccc32)cc1	16%
COc1cccc2c1cc1c(=O)n(CC(=O)N3CCN(c4cccc(C(F)(F)F)c4)CC3)nc(C)n12	25%
COc1ccc(Cl)cc1NC(=O)CSc1nc(-c2cccs2)cc(C(F)(F)F)n1	?
O=C(NCc1ccc(F)cc1)c1nc(-c2cc(Cl)cc(Cl)c2)c2ccccn12	10µM*
CC(C)CCNC(=O)C1CCCN(C2CCN(CCc3ccccc3)CC2)C1 (stereo not given)	?
O=C(NC1CCC(O)CC1)c1ccc2c(c1)OCCN(c1ccccc1)C2 (stereo not given)	i
Cc1cc(C(=O)N2CCC(Cc3nc(-c4cccnc4)n[nH]3)C2)nn1C (stereo not given)	?
CCN(CCCNC(=O)c1ccc(Sc2ccc(Cl)cc2)c(NC(C)=O)c1)c1cccc(C)c1	2%
COC[C@@H]1CN(C(=O)c2ccc(C#N)cc2)C[C@H]1C(N)=O	9%
CCCS(=O)(=O)N1CCC2(CC1)CC(=O)N(Cc1cc(F)cc(F)c1)C2	-3%
Cc1noc(C)c1S(=O)(=O)NCCc1noc(-c2cccnc2)n1	-4%
O=C(CN1C=NS(=O)(=O)c2ccccc21)Nc1ccc(F)cc1	54%[activator][0.594 µM]
CC1(CCCCN2CCOCC2)COc2ccc(C(=O)Nc3ccccc3)cc2N1 (stereo not given)	-4%[44.1 µM]
CN(C)CC1(O)CCC2(CCN(C(=O)c3[nH]nc4c3CCc3ccccc3-4)CC2)CC1	?
CC(C)NC(=O)O[C@@H]1CC[C@]2(C)C(CC[C@@H](O)[C@H]2CC(=O)NCc2ccc(F)cc2)[C@]1(C)CO (stereo not given in full)	-10%
Cc1ccc2sc(NC(=O)c3ccc4c(c3)OCCO4)nc2c1C	24%
COc1ccc(C2CC(=O)c3cc(-c4nc(-c5cccc([N+](=O)[O-])c5)cs4)c(=O)n(-c4ccc(OC)cc4)c3C2)cc1 (stereo not given)	-4%
CSc1cccc(NC(=O)Cn2c(N3CCOCC3)nc(C)cc2=O)c1	i
O[C@H]1CN[C@H](c2nc(-c3ccc(OC(F)(F)F)cc3)no2)C1	-5%[44.1 µM]
O=C(Nc1nccs1)c1ccc2c(c1)OCCN(C1CCC1)C2	7.9µM*
Cc1cccc(C(=O)Nc2nnc(S(=O)(=O)N3c4ccccc4CC3C)s2)c1 (stereo not given)	-2%
O=C(c1ccc2c(Cl)c3c(nc2c1)CCCC3)N1CCN(c2ccccc2F)CC1	24%
CCCc1ccc(S(=O)(=O)N2CCCC(Cn3c(C)nc4cccnc43)C2)cc1 (stereo not given)	?
CNC(=O)[C@H]1C[C@H](Oc2ccccc2)CN1C(=O)NCc1ccc(F)cc1	6%
CNC(=O)[C@@H]1CN(C(=O)c2ccc3ncccc3c2)C[C@H]1c1n[nH]c(C)n1	-3%
CCN1c2ccccc2-c2nc(SCC(=O)Nc3cc(F)ccc3F)ncc2S1(=O)=O	1%
COCCCn1c(=N)c(C(=O)NC2CCCCC2)cc2c(=O)n3ccccc3nc21	?
O=S(=O)(Cc1ccccc1)N1C[C@@H](F)[C@@H](OCc2nc3ccccc3o2)C1	i
CCn1cc2nc(SCc3cccc(C(F)(F)F)c3)n(Cc3ccc(Cl)cc3)c(=O)c2n1	?
O=C(c1ccccc1F)N1CCC2(CC1)C(=O)NN=C2c1cccnc1	-6%
O=C(CC1CCOCC1)Nc1ccccc1	35%
CCc1nc(-c2c3n(c(=O)n(CC(=O)NCc4ccc(Cl)cc4)c2=O)CCCC3)no1	9%
Cc1noc(C)c1CN1C[C@@H]2C(C(=O)Nc3ccccc3)=NO[C@@H]2C1	42%[activator][44.1 µM]
COc1ccc(N2CCN(C(=O)C3CCN(c4nc5ccc(C)cc5[nH]4)CC3)CC2)cc1	-22%
COCc1cc(CNC(=O)CC(c2ccccc2)c2ccccc2Cl)[nH]n1 (stereo not given)	6%
O=C(Nc1ccc2c(N3CCCC3)ncnc2c1)c1cccc(Br)c1	0.89µM*
O=C(Nc1ccccc1)N(Cc1ccc2c(c1)OCO2)C1CCN(Cc2ccccc2)CC1	-28%
CSc1ncc(C(=O)NCc2ccc(C)cc2)c(C)n1	i

Quoted from the listing:
Pf Dd2 inh result of `COC(=O)c1c(NC(=O)c2ccc(OC)cc2)c2cc(NC(C)CCn3cccn3)cnc2n1C` (stereo not given) : -20%
Pf Dd2 inh result of `Cc1ccc(C(=O)N2C[C@@H](COCC(N)=O)[C@H](c3ccncc3)C2)cc1` : 5%
Pf Dd2 inh result of `O=C(N1CCC(c2nc(-c3ccccc3)no2)C1)C1(c2ccccc2)CC1` (stereo not given) : 15%[5.79 µM]
Pf Dd2 inh result of `O=C(Nc1ccccc1)N(Cc1ccc2c(c1)OCO2)C1CCN(Cc2ccccc2)CC1` : -28%

Continued:
SMILES	Pf Dd2 inh
Cc1ccc(-n2ncc3c2CC(C)(C)CC3NS(=O)(=O)c2cn(C)cn2)cc1 (stereo not given)	i
O=C(c1ccccc1Br)N1CCC(c2nc3ccccc3o2)CC1	1%
C=CCC1(CO)CCCN(C(=O)CCCOc2ccccc2)C1 (stereo not given)	-27%
C[S+](=O)([O-])N1CCC2(CC1)CN(C(=O)Cc1ccc(O)cc1)Cc1ccccc1O2	i
COc1ccc2cc(C(=O)N3CCN(C(=O)N4CC5CC(C4)[C@H]4CCCC(=O)N4C5)CC3)[nH]c2c1 (stereo not given in full)	i
COc1ccc(NC(=O)N2CCCCCC2c2nc(-c3cccnc3)no2)cc1 (stereo not given)	i
Clc1ccc(CNC2(Cc3cc(COc4ccccc4)on3)COC2)cc1	-30%[44.1 µM]
O=C(c1ccc(Cl)cc1)N1CCC(c2ccncc2)CC1	47%[activator][5.79 µM]
COCCc1noc([C@@H]2CN(C3CCCCCC3)C[C@H]2CO)n1	-7%
O=C(NC[C@H]1O[C@H](Cc2cc(CN3CCOCC3)on2)CC[C@@H]1O)N1CCOCC1	13%[44.1 µM]
Cc1ccc(CC(=O)NCc2nnc3cc(-c4nc(C(C)C)no4)ccn23)cc1	i
O=c1[nH]nc2n1CCN(Cc1ccc(F)c(Br)c1)CC2	i
Cc1ccc(NC(=O)c2ncn(-c3ccccc3)n2)c(Cl)c1	-22%
CC(C)CCN1CCCC(c2nn(-c3ccccc3)c(=O)[nH]2)C1 (stereo not given)	?
Cc1nn(-c2ccccc2[N+](=O)[O-])c(C)c1[C@@H]1C=C[C@@H](NC(=O)Nc2cccc(C#N)c2)C1	?

A draw from above in order of count of non-hydrogen atoms, high to low:
SMILES	Pf Dd2 inh
CC(C)NC(=O)O[C@@H]1CC[C@]2(C)C(CC[C@@H](O)[C@H]2CC(=O)NCc2ccc(F)cc2)[C@]1(C)CO (stereo not given in full)	-10%
O=C1CCN(S(=O)(=O)c2ccccc2)CCCC(C(=O)NCCc2ccncc2)CCN1 (stereo not given)	4%
Cc1ccc(OC2(C(=O)NCC3COc4ccccc4O3)CCNCC2)cc1 (stereo not given)	-27%
COCc1cc(CNC(=O)CC(c2ccccc2)c2ccccc2Cl)[nH]n1 (stereo not given)	6%
CCCS(=O)(=O)N1CCC2(CC1)CC(=O)N(Cc1cc(F)cc(F)c1)C2	-3%
CCc1ccc(CNC(=O)CN2CCSc3ccccc32)cc1	16%
Cc1ccc(NC(=O)c2ncn(-c3ccccc3)n2)c(Cl)c1	-22%

Going on with the list.
SMILES	Pf Dd2 inh
CCCCNC(=O)c1ccccc1NC(=O)CN(c1ccccc1)S(=O)(=O)N(C)C	i
Cc1cc2[nH]c(=O)c(=O)[nH]c2cc1S(=O)(=O)N1CCN(c2cccc(C)c2C)CC1	7.9µM*
CSc1cccc(Nc2cc(C(=O)NCCCN(Cc3ccccc3)C(C)C)c3ccccc3n2)c1	-20%
O=C1[C@@H]2C[C@@H](CN2C(=O)c2ccno2)Oc2ccccc2N1CC1CC1	6%[44.1 µM]
CCN(CC)c1ccc(NC(=O)CSc2nnc(C)c(=O)[nH]2)cc1	?
O=C(NCc1ccc(F)cc1)N1CCC(OC2CCN(Cc3ccccc3)CC2)CC1	i
Cc1cnc(CCNC(=O)CC2CCCCC2)n1CC1CC1	?
CCc1nnc(CN(C)C(=O)c2cccc(CCC(C)(C)O)c2)o1	8%
O=C(C1CCCO1)N1CCC2(CC1)NCCc1c2[nH]c2ccccc12 (stereo not given)	-8%
CCC(=O)N1CCC2(CC1)OCC(C(=O)NC1CC1)N2C(=O)c1cccc(OC)c1 (stereo not given)	31%
COCC1CN(C2CCC2)CC12CCN(Cc1cccnc1)CC2 (stereo not given)	-6%
Cc1cc(Nc2cccc(C(F)(F)F)c2)nc2ccc(NC(=O)c3ccc(N(C)C)cc3)cc12	2.8µM*
COc1ccc(N2CC(c3noc(-c4cc(OC)c(OC)c(OC)c4)n3)CC2=O)cc1 (stereo not given)	?
O=c1oc2ccc3ccccc3c2cc1-c1nnc(Nc2cc(C(F)(F)F)ccc2Cl)s1	16%
O=C(NCC(F)F)C1CCCN1c1nc2ncccc2o1 (stereo not given)	13%[44.1 µM]
CCCCn1c(=O)n(-c2cc(OC)ccc2OC)c(=O)c2c3c(sc21)CN(C(C)=O)CC3	?
Cc1cc(C)cc(OCC(=O)Nc2nonc2-c2ccc(Br)cc2)c1	i
N#Cc1ccc(S(=O)(=O)N2CC[C@H]3C(=O)NCCCCCCN(Cc4ccncc4)[C@@H]3C2)cc1	?
Cc1ccc(Cl)cc1N1CCN(S(=O)(=O)c2ccc3c(c2)CCCN3C(=O)C2CCC2)CC1	6%
COc1ccc2c(c1)Cc1sc(NC(=O)c3cccc(F)c3)nc1-2	?
COCc1ccc(C(=O)N2CC[C@@H](NC(=O)c3cnccn3)[C@H](O)C2)s1	1%
O=[S+]1([O-])NC2(CCCN(Cc3ccc(C(F)(F)F)cc3)C2)CNc2ccccc21 (stereo not given)	?
CCCS(=O)(=O)N1CCc2nc(N3CCc4ccccc4C3)[nH]c(=O)c2CC1	8%[5.79 µM]
COc1cccc2sc(N(Cc3cccnc3)C(=O)Cc3ccccc3)nc12	i
COc1ccc(-c2nn(-c3ccc(F)cc3F)c3c2cnc2ccc(F)cc23)cc1	i
COc1ccc(-c2cc(N3CCCC(NC(=O)c4nccc5ccccc45)C3)n[nH]2)cc1 (stereo not given)	-20%
COCc1nc2c(NC(=O)CC3CCCCC3)cccn2n1	-24%
CN(Cc1nccs1)C(=O)C(c1cccc(F)c1)N(C)C (stereo not given)	?
O=C(CSc1nc2ccccc2n1Cc1ccccc1Cl)NCc1ccccc1	?
CC(C)NC(=O)OC[C@H]1C[C@@H]2CCN1C[C@@H]2c1cc(C2CCCC2)nc(-c2ccncc2)n1	?
CCOC(=O)c1cc(-c2ccccc2)n(CCCC(=O)Nc2ccc(C)cc2C)c1C	?
Cc1ccc(NC(=O)N2CCC(OC3CCN(S(C)(=O)=O)CC3)CC2)cc1F	0.45µM*
CCOC(=O)c1ccc(NC(=O)c2ccc3c(c2)N(CC)C2CCCN2C3=O)cc1 (stereo not given)	?
O=C1Nc2ccccc2CC12CN(CC1CCNCC1)C2	31%[activator][44.1 µM]
Cc1cccc(OCC2(CNS(=O)(=O)c3ccc(F)cc3)C[C@@H](O)[C@@H](O)C2)n1 (stereo not given in full)	-24%

Two compounds picked at random from those above:
SMILES	Pf Dd2 inh
CCOC(=O)c1ccc(NC(=O)c2ccc3c(c2)N(CC)C2CCCN2C3=O)cc1 (stereo not given)	?
CCOC(=O)c1cc(-c2ccccc2)n(CCCC(=O)Nc2ccc(C)cc2C)c1C	?
